PostGolgi yeast: growth inhibition of a yeast mutant, post-Golgi transport screen | inhibition, % at 10 µM | post-Golgi transport phenotypic cell assay | AID 739 | 98,000 compounds, 0.9% hits;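 note: yeast cells grown in 1536-well plates; yeast grown about 18 h at 30C before absorbance read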
H69AR growth 86K: growth inhibitors of human H69AR lung tumor cells; H69AR lung tumor viability, ATP luminescence, 72 h; stronger effect = lower value; viability, % at 10 µM; 85,000 compounds, 6% hits; AID 598;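 active = viability at or below 40%; inactive = viability above 40%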;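 note: multidrug resistant small cell line overexpressing MRP-1 efflux transporter; 100% = mean luminescence of untreated control wells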
HUVEC prolif 384: human endothelial cell proliferation inhibition; viability, % at 10 µM (by protocol); AID 648; HUVEC proliferation, CellTiter-Glo luminescence, 72 h; stronger effect = lower value; 86,000 compounds, 1.1% hits;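 active = viability at or below 30%; inactive = viability above 30%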;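 note: 100% = median luminescence of DMSO-only cell control wells on each plate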
E coli WT exp: E. coli BW25113 growth inhibition, expanded screen; growth inhibition, % at 100 µM; OD600 absorbance; AID 710; 98,000 compounds, 0.15% hits;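 active = growth inhibition above about 50% at one test dose, limit read from the data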;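 note: growth measured after 20 h incubation at 37 °C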
Lung fibro prol: blocks proliferation of human lung fibroblasts; LL 47 human lung fibroblast viability, ATP luminescence; stronger effect = lower value; viability, % at 10 µM; 85,000 compounds, 1.1% hits; AID 719;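 active = viability at or below 50% in the single dose screen; inactive = viability above 50%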;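 note: compound exposure lasted 72 h before the ATP readout; 100% = median luminescence of untreated cell-only wells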
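Test system: LL 47 human lung fibroblasts / Quantity: 1,150 cells in each well / Medium: IMEM growth medium with 15% fetal bovine serum / Incubation: 72 h compound exposure at 37 °C after overnight plating / Detection: CellTiter-Glo luminescence measuring cellular ATP / Read-out: % viability versus median cells-only luminescence / Benchmarks: cell-only wells, no compound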
S1P2 antag: antagonists of human S1P2 receptor | 97,000 compounds, 0.21% hits | inhibition, % at 5 µM | cell-based S1P2 antagonist assay, inhibition at 5 uM | O95136; in the data active = inhibition above about 45%;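 note: CRE beta-lactamase reporter cells expressing human S1P2 stimulated with S1P; 0% = agonist at EC80 alone and 100% = agonist plus reference antagonist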
Target sequence (O95136 whole entry, looked up): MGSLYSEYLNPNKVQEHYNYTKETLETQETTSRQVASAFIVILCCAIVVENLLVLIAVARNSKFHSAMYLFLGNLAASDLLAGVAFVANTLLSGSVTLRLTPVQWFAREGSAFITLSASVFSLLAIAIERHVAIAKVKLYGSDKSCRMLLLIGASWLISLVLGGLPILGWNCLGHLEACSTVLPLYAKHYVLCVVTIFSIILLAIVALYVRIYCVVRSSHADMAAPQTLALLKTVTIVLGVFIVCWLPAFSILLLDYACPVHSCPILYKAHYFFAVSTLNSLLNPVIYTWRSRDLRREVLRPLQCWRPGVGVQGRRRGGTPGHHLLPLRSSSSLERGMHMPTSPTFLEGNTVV
hDAT+cocaine: human DAT dopamine uptake with cocaine, either direction; LLC-PK1 hDAT cells, [14C]-dopamine uptake with cocaine IC80; actives deviate in either direction; Q01959; B-score at 10 µM; 110,000 compounds, 1.3% hits;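 active = Z score or B-score, a plate-position-corrected score, falls beyond the plate's 99.7% confidence bounds, in either direction; inactive = both scores lie inside the 99.7% bounds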;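 note: scored against the spread of the other compound wells on the same plate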
Target sequence (Q01959 whole entry, looked up): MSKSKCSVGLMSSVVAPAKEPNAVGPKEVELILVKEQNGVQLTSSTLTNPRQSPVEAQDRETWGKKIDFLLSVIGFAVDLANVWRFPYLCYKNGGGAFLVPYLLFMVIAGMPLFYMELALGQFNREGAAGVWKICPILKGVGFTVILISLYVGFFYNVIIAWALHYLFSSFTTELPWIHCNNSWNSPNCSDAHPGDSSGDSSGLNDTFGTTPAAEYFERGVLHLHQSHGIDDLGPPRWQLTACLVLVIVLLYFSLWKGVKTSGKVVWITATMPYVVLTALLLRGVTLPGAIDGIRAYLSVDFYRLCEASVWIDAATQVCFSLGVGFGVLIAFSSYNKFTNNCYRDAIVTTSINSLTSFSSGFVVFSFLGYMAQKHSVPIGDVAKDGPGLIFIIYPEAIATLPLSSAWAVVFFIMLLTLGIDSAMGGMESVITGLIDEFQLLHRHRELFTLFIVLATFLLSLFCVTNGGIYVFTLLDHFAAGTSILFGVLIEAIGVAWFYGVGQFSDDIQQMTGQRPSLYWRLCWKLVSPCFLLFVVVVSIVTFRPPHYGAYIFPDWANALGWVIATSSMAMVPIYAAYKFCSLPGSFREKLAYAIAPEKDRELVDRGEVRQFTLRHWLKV
PostGolgi ctrl: growth of the yeast control strain, post-Golgi counter-screen | efflux-deficient yeast background strain, growth absorbance A615, 16 h | inhibition, % at 10 µM | 98,000 compounds, 5% hits | AID 738
S1P2 agonist: agonists of human S1P2 receptor. O95136. S1P2-expressing cell line, agonist reporter read-out. activation, % at 4.5 µM. 97,000 compounds, 0.46% hits; in the data active = activation above about 16%;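 note: 0% = vehicle low control and 100% = maximal reference agonist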
An asterisk follows results filed as active; nt = not tested or not shown. Cut-off read from the data, not from the text of the source, unless noted: active = inhibition above about 30%; inactive = the rest.

SMILES	PostGolgi yeast	H69AR growth 86K	HUVEC prolif 384	E coli WT exp	Lung fibro prol	S1P2 antag	hDAT+cocaine	PostGolgi ctrl	S1P2 agonist
Cc1c(C(=O)Nc2ccccc2-c2ccccc2)cccc1[N+](=O)[O-]	5	nt	nt	-5	nt	14	1.6	12	-5
CC(=O)c1nn(-c2cccc(Cl)c2)cc1C(=O)c1ccco1	-7	81	92	-10	103	-6	-0.15	8	-5
CCCCNc1nnc(SCC(=O)N2CCN(S(=O)(=O)c3ccc4ccccc4c3)CC2)s1	-4	nt	nt	0	nt	-9	-0.53	9	-3
Cc1c(C(=O)N2CCc3ccccc32)oc2c1C(=O)CC(C)(C)C2	4	69	72	-7	98	0	-1.1	10	-4
Cc1noc(C)c1S(=O)(=O)N1CCCC(C(=O)NCC2CCCO2)C1 (configuration not stated)	7	88	88	7	94	-1	0.83	-1	-8
O=S(=O)(NCCOCC(F)(F)F)c1ccc2oc3ccccc3c2c1	1	92	88	4	109	3	-1	10	-3
c1ccc(-n2nnnc2Oc2ccc(-c3nnco3)cc2)cc1	0	82	108	-5	103	5	0.034	42*	-8
COc1ccccc1OCCC(=O)OCC(=O)Nc1ncc(Cl)cc1Cl	-4	71	90	-1	95	2	-0.036	6	-3
Cc1ccccc1C(=O)NC(=S)NCC1CCCO1 (configuration not stated)	-14	nt	nt	1	nt	-7	0.38	29	-4
CC(C)(C)OC(=O)c1c(N)n(CCCN2CCCC2=O)c2nc3ccccc3nc12	1	66	107	1	105	5	0.09	17	0
Cc1cc(=O)[nH]c(SCc2cccc(Br)c2)n1	-7	100	97	3	101	4	0.44	0	-5
O=S(=O)(/N=C(\Nc1ccc(F)cc1)C(F)(F)F)c1ccccc1	-4	nt	nt	-3	nt	9	-1.2	5	-6
O=C(NC1CCC(NC(=O)C2CCCO2)CC1)C1CCCO1 (configuration not stated)	-1	85	108	5	108	-10	0.69	6	-1
Cc1sc2nc(SCC(=O)NCc3ccco3)n(Cc3ccccc3)c(=O)c2c1C	-2	3.1*	30*	-9	90	-31	-0.096	16	-2
COc1ccc(N2CC(C(=O)Nc3ccccc3C(=O)NCc3ccco3)CC2=O)cc1 (configuration not stated)	-1	82	102	0	102	19	-0.15	4	-3
Cc1cc(=O)oc(C)c1C(=O)NCCC1=CCCCC1	-8	85	102	4	98	-12	-0.036	1	-2
COc1ccc(-c2csc(N(CCCN3CCOCC3)C(=O)c3ccco3)n2)cc1	2	60	85	2	88	2	-0.16	10	-4
CCCCn1c(SCC(=O)c2ccccc2)nc2c1c(=O)[nH]c(=O)n2C	-8	78	83	3	101	4	-0.16	5	-2
CSc1nnc(C)c(/C=C/Nc2ccc(F)cc2)n1	15	nt	nt	1	nt	12	-0.028	6	-5
CCN(CC)CC(=O)N1N=C(c2cccs2)CC1c1ccco1 (configuration not stated)	-2	nt	nt	4	nt	4	0.15	-3	-1
CCOc1ccc2nc(NS(=O)(=O)c3ccc(NC(C)=O)cc3)sc2c1	0	101	96	-7	106	3	-1.1	-7	-8
COc1ccc(N2CSC3=C(C#N)C(c4cccc(OC)c4OC)CC(=O)N3C2)cc1 (configuration not stated)	6	80	82	-2	102	3	-0.3	0	-1
Cc1nc(C)n(CC(O)COc2ccc(C(=O)c3ccccc3)cc2)n1 (configuration not stated)	-5	nt	108	-15	97	13	-0.11	7	-4
O=C(Nc1nc(-c2ccccc2)cs1)C1COc2ccccc2O1 (configuration not stated)	4	97	94	-7	111	-20	-0.55	18	0
CCn1c(SCC(=O)N2CCCC2)nc2ccccc2c1=O	-5	52	88	-4	89	-1	-0.75	12	-5

Next section
SMILES	PostGolgi yeast	H69AR growth 86K	HUVEC prolif 384	E coli WT exp	Lung fibro prol	S1P2 antag	hDAT+cocaine	PostGolgi ctrl	S1P2 agonist
COc1ccc(S(=O)(=O)Nc2ccccn2)c(C)c1C	-7	103	92	-4	107	8	0.68	2	-6
O=[N+]([O-])c1ccc(/C=N/Nc2nc(N3CCCCCC3)nc(N3CCCCCC3)n2)o1	nt	28*	70	nt	85	-2	nt	nt	-8
CCc1nn(C(C)C(=O)NC(C)CCc2ccco2)c(=O)c2cc3occc3n12 (configuration not stated)	-2	nt	nt	-4	nt	nt	0.25	8	nt
Cc1csc(OCC(=O)Nc2ccc(C)c(C)c2)n1	-4	107	97	1	98	7	-0.053	0	-4
CN(C(=O)c1ccccc1)c1ccc(OCC(=O)NC2CCS(=O)(=O)C2)cc1 (configuration not stated)	1	101	97	0	99	3	1.3	-1	-3
O=C1N(CC(=O)N2CCc3ccccc32)CCN1Cc1ccccc1Cl	3	96	91	-4	89	6	-0.97	0	-7
O=C1NCCN1C(=O)c1ccccc1F	-1	93	91	-9	93	1	-0.9	3	-6
CCOC(=O)c1cc(-c2ccc(Cl)s2)nc2c1c(C)nn2C	4	60	80	-5	82	4	-0.37	10	-9
CCCCOC(=O)CSCC(=O)Nc1cc(C)on1	10	102	109	2	96	4	-0.65	3	-7
CCn1c(Cc2ccccc2)nnc1SCC(=O)Nc1ccc(C)cc1	nt	102	103	nt	103	-12	0.42	nt	-3
CCCN1C(=O)SC(CC(=O)Nc2ccc(Br)cc2)C1=O (configuration not stated)	11	103	90	1	106	-14	-1.3	12	-1
CCS(=O)(=O)c1ccc2oc(SCC(=O)NC3CCCC(C)C3C)nc2c1 (configuration not stated)	-3	87	88	5	90	-19	0.4	1	-2
CSc1ccccc1NC(=O)Nc1cccc(Cl)c1	-30	66	89	-3	91	-26	1.2	22	0
CN1C(=O)NC(NC(=O)c2ccncc2)(C(F)(F)F)C1=O (configuration not stated)	25	95	117	3	96	1	-0.74	6	-2
NC(=S)N/N=C/c1cc([N+](=O)[O-])ccc1OCCOc1ccccc1	-3	57	84	-20	102	20	0.63	10	-7
Cc1ccccc1[C@@H]1C(C#N)=C(N)S[C@H]1C(=O)c1ccccc1	5	nt	nt	2	nt	-10	-0.03	21	-4
CC1CCCCC1n1c(=S)[nH]c2ccccc2c1=O (configuration not stated)	7	18*	82	-2	82	-6	-0.7	53*	-11
CC(C)C(NC(=O)CN(c1cccc(F)c1)S(C)(=O)=O)C(C)C	nt	100	96	nt	100	-14	0.52	nt	-1
Cc1sc(NC(=O)CSc2nnnn2C2CCCCC2)c(C#N)c1C	0	nt	nt	3	nt	-1	nt	-2	-4
CCCS(=O)(=O)N1CCC(C(=O)NCc2cccnc2)CC1	5	98	98	1	100	22	-0.86	1	-6
COc1nc(N)c(S(=O)(=O)c2ccc(C)cc2)cc1C#N	21	nt	nt	0	nt	-7	0.62	-7	-4
COc1ccc(-n2ncc3c(=O)n(CC(=O)N4CCCc5ccccc54)cnc32)cc1	2	81	98	4	110	-1	-0.36	-9	-12
CCCc1nc(NCc2ccncc2)c2nnn(Cc3ccccc3F)c2n1	1	42	89	-8	90	15	-4.2*	6	-6
CC(C)CCn1cnc2c(NCc3ccccc3)ncnc21	-4	96	100	-11	90	-26	0.91	18	-5
O=C(CN1CCC(n2nnc3cc(F)ccc32)CC1)NC1CC1	-1	90	97	11	103	nt	nt	5	nt

Record cards (already shown).
Profile of COc1ccc(-c2csc(N(CCCN3CCOCC3)C(=O)c3ccco3)n2)cc1 : PostGolgi yeast: 2; H69AR growth 86K: 60; HUVEC prolif 384: 85; E coli WT exp: 2; Lung fibro prol: 88; S1P2 antag: 2; hDAT+cocaine: -0.16; PostGolgi ctrl: 10; S1P2 agonist: -4
Profile of CN(C(=O)c1ccccc1)c1ccc(OCC(=O)NC2CCS(=O)(=O)C2)cc1 (configuration not stated) : PostGolgi yeast: 1; H69AR growth 86K: 101; HUVEC prolif 384: 97; E coli WT exp: 0; Lung fibro prol: 99; S1P2 antag: 3; hDAT+cocaine: 1.3; PostGolgi ctrl: -1; S1P2 agonist: -3

(further entries)
SMILES	PostGolgi yeast	H69AR growth 86K	HUVEC prolif 384	E coli WT exp	Lung fibro prol	S1P2 antag	hDAT+cocaine	PostGolgi ctrl	S1P2 agonist
Cc1nn(C)cc1CNC(=O)c1ccc(Br)o1	-7	96	91	-4	97	14	0.045	1	-8
C/C(=N/NC(=O)c1cccc(C)c1)c1c(O)cc(C)oc1=O	nt	72	111	nt	99	7	-1.2	nt	-5
CCC(C(=O)NC1CCCC1)N(C(=O)Cn1nnc(-c2ccc(C)cc2)n1)C1CCCC1 (configuration not stated)	nt	86	94	nt	105	-1	3.7*	nt	-9
Cc1cc(S(=O)(=O)n2cnc3ccccc32)c(C)cc1Cl	-1	87	103	10	96	-21	-0.12	1	-1
Cn1cccc1CC(=O)N/N=C\c1cccs1	-4	nt	nt	4	nt	-14	nt	0	1
COCCN(Cc1cc2cc3c(cc2nc1Cl)OCO3)C(=O)Nc1ccccc1OC	-15	nt	nt	-3	nt	-2	-0.037	14	-1
Cc1c(C#N)c2ncn(Cc3ccccc3)c(=O)c2n1-c1ccccc1	11	75	97	-4	102	-39	0.33	11	-1
C/C(N)=C(/C#N)C(=O)CSc1nnc(-c2ccccc2Br)o1	-2	nt	nt	-4	nt	3	-0.013	11	-7
Cc1ccc(C)c(-n2nnnc2SCC(=O)NCCC2=CCCCC2)c1	-1	82	96	-11	102	9	0.11	39*	0
CCC(=O)Nc1cccc(Br)c1	0	97	102	6	105	7	-0.99	7	-1
COc1ccc(N2C(=O)CS/C2=C\[N+](=O)[O-])cc1	6	nt	nt	6	nt	-3	-0.29	-2	-6
O=C(NCc1ccccc1)C1CCCN(S(=O)(=O)c2cccnc2)C1 (configuration not stated)	-8	87	104	1	103	-8	0.017	26	-4
Cc1c(NC(=O)CSc2ccc(Cl)cc2)cccc1-c1nc2ncccc2o1	4	nt	nt	-12	nt	8	3.5	4	-5
CNc1nc(C)c(C#N)c(-c2ccccc2)c1C(C)=O	20	78	95	1	90	-17	-0.52	9	-5
CN(C)c1nc(C(=O)OCCO)nc(N(C)C)n1	-6	96	93	4	108	-2	-0.67	5	-6
COCCCn1c(SCc2cccc(C(F)(F)F)c2)nc2cc(OC)c(OC)cc2c1=N	15	nt	nt	10	nt	4	1.1	42*	-9
COc1ccccc1C(=O)N1CC2(C)CC1CC(C)(C)C2 (configuration not stated)	nt	84	94	nt	108	7	-0.029	nt	-5
COc1ccc(Cn2c(CCC(=O)O)nc3cccnc32)cc1	12	89	104	-4	102	22	0.044	7	-6
CCc1ccc(-c2cn(-c3nc(C)cc(C)n3)c(=N)o2)cc1	10	1.2*	59	-1	84	6	1.4	10	-6
O=c1[nH]c(C2CCCN(S(=O)(=O)c3ccccc3)C2)nc2c1nnn2Cc1ccccc1 (configuration not stated)	18	92	80	6	90	-13	-0.45	9	-4
CN(Cc1ccccc1)S(=O)(=O)c1ccc(NS(C)(=O)=O)cc1	9	81	94	1	102	-9	1.7	12	-7
CC1(C)NC(=O)N(CCOc2cccc(Oc3ccccc3)c2)C1=O	2	90	93	8	90	nt	0.39	8	nt
Cc1onc(-c2c(F)cccc2Cl)c1C(=O)Nc1c(C)n(C)n(-c2ccccc2)c1=O	4	nt	nt	-2	nt	5	0.87	5	-6
Cc1csc(NC(=O)Cc2coc3cc(C)c(C(C)C)cc23)n1	3	90	62	-2	75	-11	1.6	27	-4
Cn1ncc(C#N)c1/N=C/N1CCCCCC1	0	95	91	2	100	10	0.72	9	-10
N=C1/C(=C\c2ccc(SCc3ccco3)o2)C(=O)N=C2SC=NN12	6	nt	nt	-8	nt	-13	0.032	9	-1
COc1ccc(NC(=O)CSc2nc3ccccc3c(=O)n2-c2ccc3c(c2)OCO3)c(OC)c1	-3	9.4*	76	-6	120	-7	-0.1	21	-4
COc1ccc(N(C(C)C(=O)NC2CCCCCC2)S(C)(=O)=O)cc1 (configuration not stated)	1	92	89	4	97	1	-0.68	6	-6
CCN(CCNC(=O)C1CCN(Cc2nc(-c3ccc(Cl)cc3)oc2C)CC1)c1ccccc1	3	7.3*	3.9*	12	63	33	0.0084	23	-7

Compound activity deposited in PubChem by several laboratories.
